# Rv3671c inh: inhibitors of M. tuberculosis serine protease Rv3671c; AID 2606; P9WHR9; 0.048% of 320,000 active; inhibition, % at 5.96 µM; in the data active = inhibition above about 38%;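 note: extracellular domain of Rv3671c used as enzyme; 0% = enzyme with DMSO and 100% = no enzyme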
# BioA inh: BioA (M. tuberculosis) enzyme inhibition; purified M. tuberculosis BioA enzyme, plate reader; inhibition, % at 9.99 µM; 0.096% of 360,000 active; in the data active = inhibition above about 40%
# SSB-PriA inh: K. pneumoniae PriA-SSBct interaction inhibition | inhibition, % at 33 µM | AID 1272365 | AlphaScreen SSBct-PriA binding, biotinylated peptide | 0.6% of 430,000 active; in the data active = inhibition mostly above about 37%, no sharp cut-off; inactive = mostly below about 20%;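 note: plate controls were negative control peptide for no effect and reference peptide for full effect; strong numbers were not always called active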
# GDH-TPI counter: inhibits GDH-TPI coupling enzymes, artifact for Mtb FBA screen. 1.2% of 360,000 active. inhibition, % at 4.8 µM. AID 588335. GDH-TPI coupled enzyme counterscreen, NADH absorbance; in the data active = inhibition above about 30%;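 note: 0% = DMSO wells and 100% = wells lacking the enzyme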
# SARS 3CLpro inh: SARS-CoV 3CLpro protease inhibition; P0C6X7; recombinant SARS-CoV 3CLpro, quenched FRET peptide cleavage; inhibition, % at 6 µM; 0.14% of 290,000 active; AID 1706; in the data active = inhibition above about 12%
# VHR inh abs: inhibitors of human VHR1 phosphatase (DUSP3) | recombinant VHR phosphatase, pNPP absorbance | inhibition, % at 13.3 µM | 0.52% of 290,000 active; in the data active = inhibition above about 50%; note: some compounds called inactive have numbers as strong as hits
# Target sequence (P51452 whole entry, looked up): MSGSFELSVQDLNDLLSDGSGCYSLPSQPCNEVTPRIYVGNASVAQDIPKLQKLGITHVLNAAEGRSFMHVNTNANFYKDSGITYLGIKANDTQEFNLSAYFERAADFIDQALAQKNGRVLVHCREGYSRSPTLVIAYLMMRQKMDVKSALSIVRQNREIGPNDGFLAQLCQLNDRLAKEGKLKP
# Mtb FBA inh: inhibitors of M. tuberculosis fructose-bisphosphate aldolase. P9WQA3. purified M. tuberculosis FBA, fluorescence read-out. inhibition, % at 1 µM. 2.3% of 360,000 active. AID 588726; in the data active = inhibition above about 27%;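 note: 0% = vehicle and 100% = reference inhibitor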
# Target sequence (P9WQA3 whole entry, looked up): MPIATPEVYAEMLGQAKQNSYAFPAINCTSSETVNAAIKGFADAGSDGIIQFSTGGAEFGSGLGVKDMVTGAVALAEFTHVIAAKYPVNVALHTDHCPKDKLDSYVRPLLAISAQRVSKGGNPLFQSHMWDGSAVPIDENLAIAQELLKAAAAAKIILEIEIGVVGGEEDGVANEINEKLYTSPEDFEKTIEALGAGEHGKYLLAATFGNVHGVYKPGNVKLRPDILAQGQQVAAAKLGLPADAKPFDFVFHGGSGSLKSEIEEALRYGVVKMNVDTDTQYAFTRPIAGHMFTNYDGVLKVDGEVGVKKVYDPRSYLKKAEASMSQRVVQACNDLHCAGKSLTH
# Mtb UGM inh: inhibitors of M. tuberculosis UDP-galactopyranose mutase; P9WIQ1; purified UGM, fluorescence polarization probe displacement; inhibition, % at 10 µM; 0.06% of 320,000 active; AID 504406; in the data active = inhibition above about 10%, passing the limit was not always enough
# Target sequence (P9WIQ1 whole entry, looked up): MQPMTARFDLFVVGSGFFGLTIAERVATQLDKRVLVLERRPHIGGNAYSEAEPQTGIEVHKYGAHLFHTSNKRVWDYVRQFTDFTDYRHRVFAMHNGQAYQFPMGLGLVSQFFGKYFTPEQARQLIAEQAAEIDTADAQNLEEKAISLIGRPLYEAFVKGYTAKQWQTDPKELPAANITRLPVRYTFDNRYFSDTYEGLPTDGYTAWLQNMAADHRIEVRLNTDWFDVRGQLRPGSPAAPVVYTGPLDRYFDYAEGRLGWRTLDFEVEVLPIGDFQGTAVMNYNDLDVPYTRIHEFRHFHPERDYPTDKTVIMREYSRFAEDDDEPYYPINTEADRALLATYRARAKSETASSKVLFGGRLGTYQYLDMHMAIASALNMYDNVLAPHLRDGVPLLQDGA
# MazEF act: MazEF (E. coli) toxin RNase activation | P0AE70 | FAM/BHQ RNA-DNA oligo cleavage fluorescence, 5 h | activation, % at 20 µM | 0.32% of 350,000 active; in the data active = activation above about 50%
# Target sequence (P0AE70 whole entry, looked up): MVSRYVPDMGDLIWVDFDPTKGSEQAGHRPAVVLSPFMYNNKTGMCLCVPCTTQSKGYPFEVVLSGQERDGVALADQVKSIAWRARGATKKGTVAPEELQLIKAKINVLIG
# Vc quorum ag: induces V. cholerae light production without autoinducers. V. cholerae BH1578 lux reporter, luminescence, 6 h. activation, % at 18.7 µM. AID 588436. 0.16% of 350,000 active; in the data active = activation mostly above about 9.7%, no sharp cut-off; note: not every result past the cut was called active; inactives centre near 0; reference of the scale not given here
# An asterisk follows results filed as active; i = inactive; / = no result given; & = joins results of further samples.
SMILES,Rv3671c inh,BioA inh,SSB-PriA inh,GDH-TPI counter,SARS 3CLpro inh,VHR inh abs,Mtb FBA inh,Mtb UGM inh,MazEF act,Vc quorum ag
CCOc1ccc(S(=O)(=O)N2CCC(C(=O)N3CCN(Cc4ccccc4)CC3)CC2)cc1,-4,0.5,-1,8,4,6,4,-1.7,3,i
O=C(NCc1cc(Cl)cc(Cl)c1)c1ccc2nc([C@@H]3O[C@H](CO)[C@H](O)[C@H](O)[C@H]3O)[nH]c2c1,/,0.6,/,1,/,/,-3,/,/,-0.3
CCC(C#CCN1CCCCC1)(CC)OCCC#N,4,-2.5,-3,2,0,21,-2,0.7,-9,-0.3
Cc1ccc(NC(=O)CN(C)CC(=O)Nc2ccc(N3CCOCC3)cc2)cc1F,-11,/,14,6,5,1,6,-1.9,-1,-0.4
CN1CCN(CCC(=O)N/N=C/c2ccccc2F)CC1,4,-0.8,i,4,3,11,1,0.0,0,-0.5
COc1ccc(Cc2nnc(NC(=O)C3CC(=O)N(c4ccccc4C)C3)s2)cc1OC (centres undefined),12,0.5,-8,-1,/,/,-1,-2.2,-3,9.3
Cc1ccc(OCCn2cncn2)c([N+](=O)[O-])c1,-2,-1.4,2,12,2,20,-1,-1.2,-22,i
C[C@H](NC(=O)c1cc2cc(Cl)ccc2n1C)C(=O)N1CCC(C(=O)O)CC1,/,-0.4,-4,5,-2,13,3,1.2,6,-0.7
Cc1cc(/C=C2\SC(=Nc3ccc(N4CCOCC4)cc3)N(C)C2=O)c(C)n1-c1cccnc1,0,/,18,4,0,26,5,/,7,0.3
CCN(CC)c1ccc2cc(-c3nnc(-c4ccncc4)o3)c(=O)oc2c1,/,-7.3,-16,13,-8,-16,6,/,i,-0.2
Cc1cccc(NCc2cccc3ccccc23)n1,0,0.2,-23,14,4,-1,0,-3.1,4,-0.4
COc1ccc(NC(=O)C(c2cc3c(cc2[N+](=O)[O-])OCO3)N(C)c2ccccc2)cc1 (centres undefined),-12,/,39*,2,8,1,9,0.6,-8,0.4
Cc1nnc(SCC(=O)Nc2nc(-c3ccccc3)cs2)n1N,-5,/,0,2,-4,2,-2,-0.7,2,-0.2
COc1ccc2cc(CO)n(C)c2c1,3,-1.1,28,6,/,/,1,-1.7,8,0.6
C=CCNc1nc(N)c([N+](=O)[O-])c(Nc2cccc(Cl)c2)n1,-15,0.4,-3,12,-2,6,3,0.8,-12,1.0
COc1ccc(CN2CCNC(=O)C2CC(=O)N2CCCO2)c(OC)c1 (centres undefined),-2,/,8,-1,-6,-1,-1,-1.3,6,-2.5
COc1ccccc1CNS(=O)(=O)c1ccc2c(c1)NC(=O)CO2,-3,-5.1,-3,14,0,6,3,-2.5,-14,i
O=C(Cn1c(C(=O)N2CCN(C3CCCC3)CC2)cc2sccc21)c1ccccc1,2,0.3,14,-3,-3,40,-3,1.4,-6,4.2
Cc1cc(C)nc(SCC(=O)N/N=C/c2ccc3c(c2)OCO3)n1,/,-1.3,/,8,-2,15,1,-1.5,6,i
Cc1c(CCC(=O)N2C[C@H]3C[C@@H](C2)c2cccc(=O)n2C3)c(=O)oc2c(C)c(O)ccc12,/,0.5,/,8,/,/,191*,/,/,-0.3
CC(C)Cc1[nH]c(=O)c(C#N)c2c1CCCC2,5,0.3,-13,9,4,-8,5,0.4,-5,1.6
COCC1CCN(C(=O)c2ccc3nc(Cc4cccc(Cl)c4)oc3c2)CC1,/,2.1,/,-1,/,/,-3,/,-8,i
Cc1ccccc1NC(=O)CCl,3,/,2,6,1,-12,0,1.7,-3,-2.1
NC(Cc1ccc(Cl)cc1)c1csc(Nc2cnccn2)n1 (centres undefined),/,0.0,/,-8,/,/,4,/,/,0.7
O=C(NCc1ccco1)c1ccc2c(c1)N(Cc1ccccc1)CCS2,3,/,-1,21,7,34,51*,-1.8,-5,0.7
# Further records:
SMILES,Rv3671c inh,BioA inh,SSB-PriA inh,GDH-TPI counter,SARS 3CLpro inh,VHR inh abs,Mtb FBA inh,Mtb UGM inh,MazEF act,Vc quorum ag
COc1cccc(NC(=O)CN(C)C(=O)CCCc2nc3ccccc3c(=O)[nH]2)c1,2,2.0,-4,5,/,/,-1,0.4,0,-2.0
Cc1nn(C)c(Cl)c1CN1CCCC(C(=O)Nc2ccc(-c3cscn3)cc2)C1 (centres undefined),-2,0.0,-4,4,-5,20,3,0.2,-9,0.0
COc1ccc(C(OCC(O)CNC(C)c2ccccc2)c2ccc(OC)cc2)cc1 (centres undefined),-15,-1.1,3,5,3,7,0,-4.8,0,-0.3
O=C(CN1CCCC1)NC1C2CC3CC(C2)CC1C3 (centres undefined),3,0.1,-13,4,0,14,3,-0.6,4,i
COc1ccc(NC(=O)c2sc3nc(N4CCOCC4)c4c(c3c2N)CC(C(C)C)OC4)c(OC)c1 (centres undefined),1,0.1,2,4,1,-2,2,-0.3,-9,-0.4
C#CCOC(=O)C(NC(=O)c1ccccc1)=C1CCCCC1,0,-0.4,0,4,-6,35,4,-2.9,-4,-0.6
COc1ccc(CCNC(=O)Cn2nnc(-c3ccccc3F)n2)cc1OC,3,/,-8,7,-2,29,3,2.1,3,-1.7
C(=C\c1ccccc1)/CSc1nnc(-c2ccccn2)n1Cc1ccco1,-3,0.6,68*,-1,0,6,-2,-1.0,2,/
CC12CN3CCN(CC(C3)C1O)C2 (centres undefined),-1,0.3,-19,1,6,7,3,-1.7,0,-0.3
O=C1C(NS(=O)(=O)c2ccc(Cl)cc2)=C(N2CCCCC2)C(=O)c2ccccc21,-50,/,102,7,7,4,0,-0.1,7,-0.2
CSc1ccc(NC(=O)NCCCN2CCN(c3ccccc3F)CC2)cc1,2,-0.9,8,6,0,14,-1,-0.9,3,0.7
CC(=O)c1c(NC(=O)C(C)C)nc(C)nc1-c1ccccc1,-4,-2.3,-14,-5,-5,18,5,-1.5,-2,-0.7
COc1ccc(S(=O)(=O)NCc2cccnc2)cc1,-4,1.3,0,3,1,12,1,0.0,2,-3.8
Cn1c(SCC(=O)Nc2cccc(F)c2)nnc1-c1cc2ccccc2o1,-1,-0.7,3,11,-3,-4,1,0.1,-22,0.7
C=CCC[C@H](Cc1ccc(F)cc1)C(=O)OC[C@H](C)NC(=O)[C@H](CC=C)CC(=O)N(CCO)Cc1ccccc1,-3,-0.6,-8,2,/,/,4,-0.5,2,-0.4
Cc1ccc(OCc2nc(-c3ccccn3)no2)cc1,2,3.8,-7,9,1,-2,1,-0.2,-4,i
CC(C)(C)OC(=O)C[C@@H]1C/C=C\C[C@@H](CC(=O)NCCO)C(=O)NCCOC1=O,-8,-1.4,-14,6,/,/,7,-0.2,3,i
CCCn1c(N)c(N(CCOC)C(=O)COC(=O)COc2c(C)cc(C)cc2C)c(=O)[nH]c1=O,/,0.7,/,-4,/,/,-1,/,1,0.7
COC(=O)c1c(C(=O)OC)c(-c2ccc(OC)cc2)n2c1CS(=O)C2 (centres undefined),-1,17,-5,5,1,11,0,1.2,9,i
O=P(Cc1ccccc1)(Cc1ccccc1)c1ccccc1,/,/,-12,6,/,/,5,/,3,i
Cc1nc2ccccc2c(=O)n1/N=C/c1ccc(O)cc1,2,-0.9,/,29,-2,6,0,-2.1,3,-1.9
O=C(CSc1ccc([N+](=O)[O-])cc1)NNC(=O)c1ccccc1F,4,-0.2,-1,23,0,26,-3,-0.1,9,-3.6
O=C(Nc1cccc(-c2cccc(F)c2)c1)C1CCN(CC2CCOC2)CC1 (centres undefined),4,-0.8,-1,5,3,32,-1,1.5,-4,-0.1
O=C(O)c1ccc(-c2ccccc2)[nH]1,3,-2.7,4,-5,4,18,2,7.2,2,i
Clc1ncnc2scc(-c3ccc(Br)cc3)c12,-10,/,-5,0,-10,-3,4,2.8,-15,0.2
# Later entries.
SMILES,Rv3671c inh,BioA inh,SSB-PriA inh,GDH-TPI counter,SARS 3CLpro inh,VHR inh abs,Mtb FBA inh,Mtb UGM inh,MazEF act,Vc quorum ag
C[N+](C)(N)CCOC(=O)C(O)(c1ccccc1)C1CCCCC1 (centres undefined),0,-1.2,-9,-2,/,/,2,1.0,7,i
CC(=O)c1c(-c2ccc(Cl)cc2)c2ccccc2[nH]c1=O,-13,0.2,-12,4,0,7,1,0.6,3,-0.3
CC(=O)Oc1ccc2c(=O)c(/C=N/c3cc(=O)[nH]c(=S)[nH]3)coc2c1,-7,-0.8,/,54*,1,12,-3,-1.2,-5,-0.4
COc1ccc(CNC(=O)c2cc(COc3c(F)cccc3F)on2)cc1OC,0,/,-8,11,4,18,0,-0.6,-7,-0.5
CC1(C(=O)NS(=O)(=O)c2cccc(F)c2)CCN1C(=O)CCc1ccc(Cl)cc1Cl (centres undefined),/,-0.1,/,-9,/,/,-2,/,/,i
C[C@H]1CN([C@@H](C)CO)C(=O)CCCn2nncc2CO[C@@H]1CN(C)S(=O)(=O)c1ccc(-c2ccccc2)cc1,/,-0.2&1.2,/,-7,/,/,-4,/,3,1.1
Cc1ccc(CNC(=O)CN(CCc2ccccc2)S(C)(=O)=O)cc1,1,/,-12,2,1,6,6,2.0,-12,-0.5
Cc1ccc(Cl)cc1NC(=O)COC(=O)CN1C(=O)C2CCCCC2C1=O (centres undefined),10,-0.5,-4,-5,/,/,-2,/,-1,3.1
Cc1cc(NC(=O)COC(=O)C2CC(=O)N(c3ccccc3)C2)no1 (centres undefined),-13,/,-15,11,1,16,0,3.1,-12,i
CCOC(=O)CSC(=S)NC(=O)c1ccc(OC)cc1,-8,/,-6,11,-5,-4,0,-0.5,1,-3.3
CCOC(=O)c1c(NC(=O)C(C)S(=O)(=O)c2cn(CC)c3ccccc23)sc2c1CCCC2 (centres undefined),-24,-1.4,-3,12,2,0,-2,-1.1,-13,-0.6
NC(=O)C1CCN(c2ccc(C(F)(F)F)cc2[N+](=O)[O-])CC1,-7,20,-4,2,-4,34,-3,-0.2,0,-0.1
CC(=O)Nc1ccc(N=c2cc([N+](=O)[O-])cc(Cl)n2O)cc1,8,-1.0,2,0,-1,9,-1,1.4,10,i
CC(C)(C)NC(=O)C(c1ccc(OCC(N)=O)cc1)N(C(=O)c1cccnc1)C1CC1 (centres undefined),5,0.0,-14,-6,0,17,-1,0.9,1,1.7
CC1CCC/C(=C\Nc2ccccc2C(=O)O)C1=O (centres undefined),3,4.5,/,6,-5,29,23,2.0,-6,-0.3
C/C(=N/OCC(=O)Nc1ccc(C)cc1C)c1cccs1,1,1.0,/,-8,-4,-23,0,1.3,-2,-0.7
Cc1cccc(NC(=O)c2cc[n+]([O-])cc2)c1C,8,-0.9,-3,-1,1,-3,2,0.9,3,-0.3
COc1ccccc1OCc1ccc(C(=O)OCC2CCCO2)o1 (centres undefined),-8,-1.5,-19,14,-9,10,0,0.3,9,/
Cn1c(N)c(C(=O)COC(=O)/C=C/c2ccccc2F)c(=O)n(C)c1=O,-1,-1.3,-12,11,/,/,-3,-0.8,6,-3.3
COC(=O)Cc1ccc(N(Cc2ccccc2F)S(=O)(=O)c2ccc(C)cc2)cc1,-14,/,-39,0,2,-11,1,0.6,-8,-0.2
CN=Cc1sc2ccccc2c1O,0,-1.7,0,12,-5,14,3,1.8,-2,i
CCOC(=O)c1ccc2nc(C(F)(F)F)[nH]c(=O)c2c1,-1,-0.2,-13,5,-2,21,42*,3.1,-3,-0.8
COC(=O)[C@]1(C)CCC[C@@]2(C)C3CC[C@]4(OC(C)=O)C[C@@]3(CCC21)CC4=NO (some centres undefined),2,2.6,15,14,/,/,3,1.3,9,-0.8

# Some of the entries so far, with bars between the fields.
SMILES | Rv3671c inh | BioA inh | SSB-PriA inh | GDH-TPI counter | SARS 3CLpro inh | VHR inh abs | Mtb FBA inh | Mtb UGM inh | MazEF act | Vc quorum ag
C[C@H]1CN([C@@H](C)CO)C(=O)CCCn2nncc2CO[C@@H]1CN(C)S(=O)(=O)c1ccc(-c2ccccc2)cc1 | / | -0.2&1.2 | / | -7 | / | / | -4 | / | 3 | 1.1
NC(=O)C1CCN(c2ccc(C(F)(F)F)cc2[N+](=O)[O-])CC1 | -7 | 20 | -4 | 2 | -4 | 34 | -3 | -0.2 | 0 | -0.1

# An excerpt; count on the stated rates, not on these rows.
